UGM FP inh: Mtb UDP-galactopyranose mutase inhibition | P9WIQ1 | purified UGM, fluorescence polarization probe displacement | inhibition, % at 10 µM | actives 0.06% (n = 320,000) | AID 504406; in the data active = inhibition above about 10%, passing the limit was not always enough; inconclusive = no clear call, values can overlap the other calls
Target sequence (P9WIQ1 whole entry, looked up): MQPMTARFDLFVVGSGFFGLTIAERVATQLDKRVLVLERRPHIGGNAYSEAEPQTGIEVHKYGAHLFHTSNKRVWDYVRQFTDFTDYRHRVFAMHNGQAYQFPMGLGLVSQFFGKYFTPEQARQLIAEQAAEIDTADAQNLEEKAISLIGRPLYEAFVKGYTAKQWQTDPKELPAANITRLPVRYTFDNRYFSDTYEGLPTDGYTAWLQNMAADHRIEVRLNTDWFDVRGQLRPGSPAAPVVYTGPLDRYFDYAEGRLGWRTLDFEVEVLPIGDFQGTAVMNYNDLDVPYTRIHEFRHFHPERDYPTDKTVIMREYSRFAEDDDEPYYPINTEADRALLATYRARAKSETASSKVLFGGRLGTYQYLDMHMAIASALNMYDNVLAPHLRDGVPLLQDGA
BoNT A protease: blocks Botulinum neurotoxin A light chain protease; multiplex microsphere protease substrate cleavage, flow cytometry; inhibition, % at 10 µM; actives 0.17% (n = 360,000); note: plate controls were buffer without enzyme for full effect and enzyme alone for no effect
BioA inh: blocks M. tuberculosis BioA enzyme activity; purified M. tuberculosis BioA enzyme, plate reader; inhibition, % at 9.99 µM; actives 0.096% (n = 360,000); in the data active = inhibition above about 40%; inconclusive = no clear call, values can overlap the other calls
BoNT F protease: blocks Botulinum neurotoxin F light chain protease | actives 0.22% (n = 360,000) | AID 588497 | inhibition, % at 10 µM | Multiplex microsphere protease cleavage assay, flow cytometry; in the data active = inhibition above about 35%, passing the limit was not always enough; inconclusive = no clear call, values can overlap the other calls; note: plate controls were buffer without enzyme for full effect and enzyme alone for no effect
FadD28 binding: blocks FadD28 binding to the bisubstrate probe; actives 0.22% (n = 360,000); fluorescence polarization; inhibition, % at 12.5 µM; AID 588549; in the data active = inhibition above about 8.5%, passing the limit was not always enough; inconclusive = no clear call, values can overlap the other calls
PfHsp40 yeast: restores yeast growth despite PfHsp40 toxicity. S. cerevisiae expressing PfHsp40, growth rescue, ATP luminescence. growth rescue, % at 12.5 µM. actives 0.68% (n = 340,000). AID 504582; in the data active = growth rescue above about 28%, passing the limit was not always enough; inconclusive = no clear call, values can overlap the other calls;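 note: yeast W303a lacking pdr1 and pdr3 grown in galactose medium; growth measured after three days at 30 °C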
GDH-TPI counter: counter-screen for M. tuberculosis FBA inhibitors: GDH-TPI coupled enzymes | actives 1.2% (n = 360,000) | inhibition, % at 4.8 µM | AID 588335 | GDH-TPI coupled enzyme counterscreen, NADH absorbance; in the data active = inhibition above about 30%;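 note: 0% = DMSO wells and 100% = wells lacking the enzyme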
FBA Mtb inh: Mtb fructose-bisphosphate aldolase inhibition; purified M. tuberculosis FBA, fluorescence read-out; actives 2.3% (n = 360,000); inhibition, % at 1 µM; P9WQA3; in the data active = inhibition above about 27%;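 note: 0% = vehicle and 100% = reference inhibitor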
Target sequence (P9WQA3 whole entry, looked up): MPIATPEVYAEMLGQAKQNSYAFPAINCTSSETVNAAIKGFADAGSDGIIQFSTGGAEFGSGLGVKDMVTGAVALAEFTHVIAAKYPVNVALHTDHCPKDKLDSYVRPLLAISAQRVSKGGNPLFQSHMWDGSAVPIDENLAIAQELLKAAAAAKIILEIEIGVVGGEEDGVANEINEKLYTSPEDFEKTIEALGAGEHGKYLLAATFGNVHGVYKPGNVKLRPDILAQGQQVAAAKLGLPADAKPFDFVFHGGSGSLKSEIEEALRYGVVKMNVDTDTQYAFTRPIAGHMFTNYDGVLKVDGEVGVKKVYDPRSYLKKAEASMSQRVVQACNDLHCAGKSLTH
Anthrax LF inh2: blocks Bacillus anthracis lethal factor protease | P15917 | multiplex microsphere protease cleavage assay, LF | inhibition, % at 10 µM | actives 0.12% (n = 360,000) | AID 588501; note: plate controls were buffer without enzyme for full effect and enzyme alone for no effect
* marks the source's active call; other numbers are inactive results; u = inconclusive; x = no result given; + = active, no number; & = joins results of further samples. Cut-off read from the data, not from the text of the source, unless noted: active = inhibition above about 30%; inconclusive = no clear call, values can overlap the other calls; inactive = below that.

1	CC(C)(C)NC(=O)/C=N/O
2	CC(C)(C)n1nnnc1CN1CCN(C(c2ccccc2)c2ccccc2)CC1
3	C[C@@H]1O[C@@H](O[C@@H]2C=C3CC[C@@H]4C(CC[C@]5(C)[C@@H](c6ccc(=O)oc6)CC[C@]45O)[C@@]3(C)CC2)[C@H](O)[C@H](O)[C@H]1O (some centres not stated)
4	O=C(c1[nH]c(C(F)(F)F)nc1-c1ccccc1)N1CCCCC1
5	CC(C)(C)S(=O)N1Cc2cc(C(=O)N[C@@H]3CCN(Cc4ccccc4)C3)nc(-c3cccc(-c4cc5ccccc5o4)c3)c2[C@@H]1CCO (some centres not stated)
6	CC(=O)c1ccc(N(CC(=O)NC2CCS(=O)(=O)C2)S(=O)(=O)c2ccc(Cl)cc2)cc1 (configuration not stated)
7	COc1ccc2nc(NC(=O)c3ccc(-n4nc(C)cc4C)cc3)sc2c1
8	O=C(NNC(=O)c1cc2ccccc2oc1=O)c1ccccc1

Assay by compound	1	2	3	4	5	6	7	8
UGM FP inh	-0.6	0.0	1.7	x	x	0.6	-0.8	-2.6
BoNT A protease	-1.1	-2.3	-0.3	-0.1	0.3	5.5	0.0	-0.1
BioA inh	-0.8	-1.2	0.0	7.6	-1.7	-1.0	0.2	-2.3
BoNT F protease	-4	-45	-1	7	-11	9	-3	0
FadD28 binding	-0.1	-0.4	-0.9	-0.2	-8.2	0.9	-1.9	-4.7
PfHsp40 yeast	0.0	-0.5	-0.8	x	x	-1.6	0.9	-0.4
GDH-TPI counter	5	10	4	x	x	1	19	13
FBA Mtb inh	0	0	-1	2	0	-2	4	0
Anthrax LF inh2	-2	5	-2	0	-4	6	-11	1

9	COc1ccc(NC(=O)NN2CCN(C)CC2)cc1OC
10	COc1ccc(N(CC(=O)NC2CCCCC2)C(=O)CNC(=O)c2cccs2)cc1
11	COc1ccc(-n2nc(N)c(C(N)=O)n2)cc1
12	Cc1nn2c(-c3ccc(F)cc3)ccnc2c1Br
13	CCOCCCN(C(=O)c1snc(C(N)=O)c1N)C(C(=O)NC(C)(C)C)c1ccc(Cl)cc1 (configuration not stated)
14	O=C1NC(=S)N/C1=C/c1ccc2ccccc2c1
15	CCOC(=O)C(=Cc1ccc(-n2ccnc2)cc1)C(=O)OCC
16	CN(C)C(=O)c1ccc(=O)n(Cc2ccc(Cl)cc2Cl)c1

Assay by compound	9	10	11	12	13	14	15	16
UGM FP inh	-2.5	-1.3	1.8	5.1	-0.9	1.8	-0.8	-2.7
BoNT A protease	-0.3	-0.5	-0.1	0.7	2.6	3.3	-0.3	-1.7
BioA inh	2.3	0.7	x	-0.9	-1.2	-0.5	x	1.5
BoNT F protease	-3	-2	0	-12	6	10	-1	-23
FadD28 binding	-1.3	-3.4	-1.1	0.0	-0.9	0.3	-5.2	-1.9
PfHsp40 yeast	-0.9	-1.6	-1.0	-0.9	-0.7	-0.1	6.2	-1.8
GDH-TPI counter	-8	2	13	0	5	1	-4	3
FBA Mtb inh	1	1	+	-3	7	2	-1	3
Anthrax LF inh2	0	-2	-9	-2	6	-12	-1	-10

17	CCOc1ccccc1C(=O)NCC(=O)OCc1csc(CC(=O)Nc2ccc(C)cc2)n1
18	COc1ccc(-c2noc(CNC(=O)Nc3ccc(F)cc3)n2)cc1
19	CSc1nc(C)cc(OCC(=O)N/N=C/c2ccccc2O)n1
20	CC1=CC(C)(C)Nc2ccccc21
21	CC1CCc2c(sc3nc4n(c(=O)c23)CCS4)C1 (configuration not stated)
22	Cc1cccc2sc(N3CCN(C(=O)c4cccs4)CC3)nc12
23	CC(C)CNS(=O)(=O)c1ccc(S(=O)(=O)N2CCN(CCC#N)CC2)cc1
24	CN(C)/C=N/c1nc2nccc(-c3ccccn3)n2n1

Assay by compound	17	18	19	20	21	22	23	24
UGM FP inh	-0.1	2.2	3.8	2.8&5.0	1.2	-2.0	0.7	-0.4
BoNT A protease	5.2	0.4	0.3	u	52*	-3.9	-1.8	-1.5
BioA inh	-1.3	x	x	-1.1	-0.8	0.6	-1.8	x
BoNT F protease	6	-3	-1	5	43*	-4	-8	-4
FadD28 binding	-5.2	-1.2	-4.1	-1.5&0.5	-3.1	-0.4	-1.9	-0.2
PfHsp40 yeast	1.2	-0.1	2.0	0.2&0.4	1.2	0.8	0.1	x
GDH-TPI counter	4	0	11	1&-4	-8	-2	1	26
FBA Mtb inh	-1	2	3	1&1	-1	1	7	19
Anthrax LF inh2	3	0	1	u	-2	0	-4	-5

25	CCC1CN(C(=O)N2CCC(C(=O)NCc3ccc(C)o3)CC2)c2cc(C)ccc2O1 (configuration not stated)
26	CN(C)C(=O)/C(=C\c1ccc(-c2cccc([N+](=O)[O-])c2)o1)NC(=O)c1ccccc1
27	Cc1ccc2cc(CN(C)C(=O)C3CCCO3)c(=O)[nH]c2c1 (configuration not stated)
28	Cc1ccc(C(C)(C)C)c(SCC(=O)Nc2nnc(C)s2)c1
29	CC(=O)c1cccc(N2C(=NC(=O)CCc3ccccc3)SC3CS(=O)(=O)CC32)c1 (configuration not stated)
30	COc1ccc2c(ccn2S(=O)(=O)c2ccccc2)c1
31	COC(=O)/C=C/c1cc(F)ccc1S(=O)(=O)NC(C)(C)C
32	O=C(C=Cc1ccccc1Cl)c1ccccc1

Assay by compound	25	26	27	28	29	30	31	32
UGM FP inh	0.0	0.6	0.7	-1.7	0.8	1.6	2.5	x
BoNT A protease	9.6	-0.3	0.0	-4.8	1.1	-0.1	0.0	0.1
BioA inh	-0.1	x	-2.2	-4.8	0.8	-0.5	-1.5	0.0
BoNT F protease	11	-2	-5	-42	-1	18	-7	-6
FadD28 binding	-2.0	0.5	-3.6	-1.9	-1.8	-4.8	-1.0	x
PfHsp40 yeast	0.6	0.5	0.3	-1.4	0.2	1.0	-0.4	-0.6
GDH-TPI counter	9	20	-4	9	-8	-3	5	5
FBA Mtb inh	0	2	8	5	-3	-5	1	3
Anthrax LF inh2	0	-3	0	9	0	18	-9	-7

Profiles, looked up by structure. Values in the order: UGM FP inh	BoNT A protease	BioA inh	BoNT F protease	FadD28 binding	PfHsp40 yeast	GDH-TPI counter	FBA Mtb inh	Anthrax LF inh2
`Cc1ccc2cc(CN(C)C(=O)C3CCCO3)c(=O)[nH]c2c1` (configuration not stated) is listed with 0.7	0.0	-2.2	-5	-3.6	0.3	-4	8	0
`CN(C)C(=O)c1ccc(=O)n(Cc2ccc(Cl)cc2Cl)c1` is listed with -2.7	-1.7	1.5	-23	-1.9	-1.8	3	3	-10

(cont.)
33	Cn1nc(C(=O)NCc2ccccc2Cl)c2c1-c1ccccc1S(=O)(=O)C2
34	CC(=O)c1ccc(OCc2cc(C(=O)N(C)C(C)c3nccs3)no2)cc1 (configuration not stated)
35	O=C(c1cccc(C(F)(F)F)c1)N1CCN(c2cc(=O)[nH]nc2-c2ccccc2)CC1
36	O=C(C1=C(O)C(=O)N(Cc2ccccc2)C1c1cccnc1)c1ccco1 (configuration not stated)
37	COc1ccc(S(=O)(=O)NCCc2c[nH]c3ccc(Cl)cc23)cc1
38	COc1ccc(CCN2C(=O)C3C4CC(C5C(C(=O)O)=NOC45)C3C2=O)cc1OC (configuration not stated)
39	CC(=O)NCC(=O)OCC(=O)c1ccc(Cl)cc1
40	COC(=O)c1ccc(NC(=S)NCCC2=CCCCC2)cc1

Assay by compound	33	34	35	36	37	38	39	40
UGM FP inh	-0.9	x	-0.9	0.9	1.5	-1.6	-0.9	0.2
BoNT A protease	-1.3	-0.6	1.5	-10	-4.5	-1.0	0.8	0.9
BioA inh	1.2	2.7	0.9	0.3	1.4	-3.7	0.0	-0.9
BoNT F protease	3	1	10	-134	u	-2	6	-6
FadD28 binding	-4.9	1.6	0.3	-1.5	-0.4	1.0	0.9	1.1
PfHsp40 yeast	0.7	0.1	0.6	-0.9	1.7	-0.2	-1.0	-0.2
GDH-TPI counter	6	-2	6	16	-6	5	5	11
FBA Mtb inh	0	0	-2	5	-1	2	0	1
Anthrax LF inh2	-3	-2	4	-3	-7	1	-3	-2

41	CN(CCC#N)C(=S)Nc1ccc(Oc2ccccc2)cc1
42	COC(=O)C(C(=O)NCC1CCCO1)C1CCCC1 (configuration not stated)
43	COc1ccc(C(=O)Nc2cc(OC)c(NC(=O)Nc3ccccc3)cc2OC)cc1
44	CC(NC(=O)CN1C(=O)NC(c2ccccc2)(c2ccccc2)C1=O)c1cccs1 (configuration not stated)
45	CCCC12CN3CCN(CC(C3)/C1=N\NC(=O)c1ccncc1)C2
46	Cc1noc(NC(=O)c2ccccc2C(F)(F)F)c1C#N
47	O=C(O)CC(=O)Nc1cc(Cl)ccc1O
48	COC(=O)c1ccc(-c2noc(CN(C)CC3CCCCO3)n2)cc1 (configuration not stated)

Assay by compound	41	42	43	44	45	46	47	48
UGM FP inh	2.1	0.2	x	-2.7	1.4	-1.0	4.4	-1.0
BoNT A protease	-1.2	0.5	0.1	-7.0	-4.1	0.0	-4.1	-1.4
BioA inh	-0.1	-0.5	0.2	0.0	x	x	-1.4	x
BoNT F protease	-4	-9	-6	-13	-10	-1	-16	9
FadD28 binding	-3.9	-0.9	-0.6	-3.1	1.1	-2.9	2.9	-1.8
PfHsp40 yeast	-0.5	-1.4	x	-2.3	-0.6	-0.5	-1.3	-0.6
GDH-TPI counter	-1	3	1	0	9	6	6	-5
FBA Mtb inh	1	7	1	3	-1	-1	2	2
Anthrax LF inh2	-1	-8	-6	-1	4	0	-9	-6

49	CN(C)/C=N/c1nc(Sc2ccc(C(F)(F)F)cc2[N+](=O)[O-])n[nH]1
50	CCOC(=O)c1c(S(=O)(=O)N2CCCC(C)C2)c(C)n(C)c1C (configuration not stated)
51	CC(=O)c1c(N2CCN(C)CC2)nc(=S)n(-c2cc(C)ccc2C)c1C
52	COc1cccc(COC(=O)c2cc(S(=O)(=O)N3CCCCC3)ccc2N2CCOCC2)c1OC
53	Cc1csc(=O)n1CC(=O)OCC(=O)Nc1ccc(F)c(F)c1F
54	C[C@@H](C(=O)Nc1ccc2ccccc2c1)[C@@H]1C[C@@]1(C)[C@@H](NC(=O)OCc1ccccc1)c1ccccc1
55	COc1ccc(C2C=C(C)Nc3nc4ccccc4n32)cc1 (configuration not stated)
56	CCOCCCNC(=O)C1(O)c2ccccc2NC(=O)N1c1ccc(Cl)c(Cl)c1 (configuration not stated)

Assay by compound	49	50	51	52	53	54	55	56
UGM FP inh	1.8	2.1	-1.0	-0.3	x	0.3	0.5	-3.3
BoNT A protease	-0.2	-0.6	8.5	x	0.6	0.0	-1.4	2.1
BioA inh	x	-1.9	x	-2.0	0.2	-0.4	-0.1	1.4
BoNT F protease	-9	-1	-12	x	2	4	-8	-5
FadD28 binding	0.1	1.0	-1.3	-1.3	2.3	-0.5	-3.0	-4.0
PfHsp40 yeast	-0.2	0.6	0.6	0.9	x	0.4	0.8	-0.2
GDH-TPI counter	18	6	0	-4	-1	12	-1	-6
FBA Mtb inh	0	2	-1	0	5	-1	-2	1
Anthrax LF inh2	-4	-2	1	x	2	0	-2	-2

57	COc1ccc(-c2cc(C(=O)N(C)Cc3ccc(F)cc3)c3ccccc3n2)cc1OC
58	COc1ccc(NS(=O)(=O)c2ccc3c(c2)CCCN3C(C)=O)cc1
59	COc1ccccc1NC(=O)Oc1ccc(C(C)=O)cc1
60	c1ccc(CCNc2ccc3ncc(-c4cccc5ccccc45)n3n2)nc1
61	O=C(Nc1nnc(Cc2ccccc2)s1)c1cccs1
62	C/C(=N/NC(=O)c1cccs1)c1ccco1

Assay by compound	57	58	59	60	61	62
UGM FP inh	-0.8	-0.2	-2.2	x	3.0	0.4
BoNT A protease	-3.4	-1.5	-1.9	-0.1	0.1	-1.1
BioA inh	2.4	1.2	-5.5	-1.0	6.3	x
BoNT F protease	-6	-6	-24	-5	1	-7
FadD28 binding	-6.5	-4.2	0.4	-4.5	-2.0	1.9
PfHsp40 yeast	-1.1	11	0.7	x	0.0	-0.5
GDH-TPI counter	13	-4	18	-1	6	11
FBA Mtb inh	9	0	-2	17	0	0
Anthrax LF inh2	-2	-1	-3	-1	-6	0

Individual results from the results shown.
`O=C(C1=C(O)C(=O)N(Cc2ccccc2)C1c1cccnc1)c1ccco1` (configuration not stated) in BoNT A protease is listed with -10
`COc1ccc2nc(NC(=O)c3ccc(-n4nc(C)cc4C)cc3)sc2c1` in BoNT A protease is listed with 0.0
